# UGM FP inh: Mtb UDP-galactopyranose mutase inhibition; P9WIQ1; purified UGM, fluorescence polarization probe displacement; inhibition, % at 10 µM; actives 0.06% (n = 320,000); in the data active = inhibition above about 10%, passing the limit was not always enough; inconclusive = no clear call, values can overlap the other calls
# Target sequence (P9WIQ1 whole entry, looked up): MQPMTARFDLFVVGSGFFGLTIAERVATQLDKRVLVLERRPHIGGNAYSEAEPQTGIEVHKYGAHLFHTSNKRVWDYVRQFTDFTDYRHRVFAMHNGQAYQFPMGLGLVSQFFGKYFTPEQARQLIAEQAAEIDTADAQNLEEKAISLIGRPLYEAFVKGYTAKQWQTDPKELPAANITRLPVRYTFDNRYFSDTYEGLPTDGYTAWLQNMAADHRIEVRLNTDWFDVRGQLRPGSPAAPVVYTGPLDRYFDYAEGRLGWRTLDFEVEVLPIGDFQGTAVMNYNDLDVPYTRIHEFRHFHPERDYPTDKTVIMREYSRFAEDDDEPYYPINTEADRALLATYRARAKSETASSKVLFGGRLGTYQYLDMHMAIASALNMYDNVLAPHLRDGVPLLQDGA
# FadD28 binding: M. tuberculosis FadD28 bisubstrate binding inhibition; actives 0.22% (n = 360,000); FadD28 bisubstrate probe binding, fluorescence polarization; inhibition, % at 12.5 µM; in the data active = inhibition above about 8.5%, passing the limit was not always enough; inconclusive = no clear call, values can overlap the other calls
# PrPC surface inh: reduces human prion protein on the cell surface; P04156; cell surface PrPC, TR-FRET read-out; inhibition, % at 13.8 µM; actives 0.43% (n = 370,000); AID 720596; in the data active = inhibition above about 24%; also: 0% = median of the test wells and 100% = reference compound wells
# CCHF vOTU inh: CCHFV vOTU protease inhibition; Pep-AMC fluorescence; AID 651958; actives 0.55% (n = 370,000); inhibition, % at 11.5 µM; also: 0% = vehicle wells with enzyme and 100% = no enzyme wells
# BoNT F protease: inhibitors of Botulinum neurotoxin F light chain protease; Multiplex microsphere protease cleavage assay, flow cytometry; inhibition, % at 10 µM; actives 0.22% (n = 360,000); AID 588497; in the data active = inhibition above about 35%, passing the limit was not always enough; inconclusive = no clear call, values can overlap the other calls; also: plate controls were buffer without enzyme for full effect and enzyme alone for no effect
# Mtb BioA inh: blocks M. tuberculosis BioA enzyme activity | inhibition, % at 9.99 µM | actives 0.096% (n = 360,000) | purified M. tuberculosis BioA enzyme, plate reader | AID 602481; in the data active = inhibition above about 40%; inconclusive = no clear call, values can overlap the other calls
# BoNT A protease: inhibitors of Botulinum neurotoxin A light chain protease | multiplex microsphere protease substrate cleavage, flow cytometry | inhibition, % at 10 µM | actives 0.17% (n = 360,000); in the data active = inhibition above about 30%; inconclusive = no clear call, values can overlap the other calls; also: plate controls were buffer without enzyme for full effect and enzyme alone for no effect
# FBA Mtb inh: inhibits M. tuberculosis FBA enzyme; inhibition, % at 1 µM; actives 2.3% (n = 360,000); P9WQA3; purified M. tuberculosis FBA, fluorescence read-out; in the data active = inhibition above about 27%;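 also: 0% = vehicle and 100% = reference inhibitor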
# Target sequence (P9WQA3 whole entry, looked up): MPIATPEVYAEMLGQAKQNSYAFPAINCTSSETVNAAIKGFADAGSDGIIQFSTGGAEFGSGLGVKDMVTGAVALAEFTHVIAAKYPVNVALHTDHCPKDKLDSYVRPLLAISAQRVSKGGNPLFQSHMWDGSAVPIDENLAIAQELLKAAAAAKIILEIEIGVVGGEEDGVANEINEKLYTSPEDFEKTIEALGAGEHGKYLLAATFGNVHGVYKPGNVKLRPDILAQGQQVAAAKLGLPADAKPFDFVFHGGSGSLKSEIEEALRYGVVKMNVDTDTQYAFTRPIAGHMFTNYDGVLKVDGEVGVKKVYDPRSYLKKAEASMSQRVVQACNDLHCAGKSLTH
# GDH-TPI inh: counter-screen for M. tuberculosis FBA inhibitors: GDH-TPI coupled enzymes; GDH-TPI coupled enzyme counterscreen, NADH absorbance; inhibition, % at 4.8 µM; actives 1.2% (n = 360,000); AID 588335;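 also: 0% = DMSO wells and 100% = wells lacking the enzyme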
# The depositor's hits bear a star; ? = inconclusive; · = not tested or not shown. Rule as the data show it, unless noted: active = inhibition above about 30%; inactive = the rest. This is a random part of the collection; any-hit rate near 4.8%.
# Second line of a record – UGM FP inh, FadD28 binding, PrPC surface inh, CCHF vOTU inh, BoNT F protease, Mtb BioA inh, BoNT A protease, FBA Mtb inh, GDH-TPI inh
CCOCc1c(C(=O)NCC(c2ccco2)N2CCCC2)oc2ccccc12 (configuration not stated)
    -1.3, -0.7, -2, -9, 4, 4.1, 2.0, 2, -2
O=C(Nc1cccc2cccnc12)c1ccc(Br)cc1Br
    -2.8, -1.6, ·, ·, -12, -1.3, 1.2, 0, 4
CC(C)(CN1CCN(Cc2ccccc2)CC1)NS(=O)(=O)c1ccccc1
    2.9, 0.1, 5, -3, 0, 0.2, -0.1, 1, -14
O=C(NCCN1CCCC1)c1ccc2c(=O)n(CCc3ccccc3)c(=O)[nH]c2c1
    -2.4, -7.8, 2, 7, 12, 0.1, 0.3, 6, -8
CCOC(=O)N(C)c1c(CC)nc2c(OCc3ccc(F)c(F)c3)cccn12
    ·, -6.2, -1, -1, 5, 4.9, -0.4, -2, -4
CCC(=NCc1ccco1)c1c(O)n(-c2ccc(Cl)cc2)c(=O)[nH]c1=O
    -1.0, -1.2, 3, -1, ?, -0.6, -5.5, -4, 16
CC(=O)Nc1ccc(S(=O)(=O)Nc2nccc(/C=C/c3ccc(Cl)cc3)n2)cc1
    0.4, -1.5, -2, 4, -11, ·, -1.9, 2, 16
CCOc1cc2c(C#N)c(N3CCCCC3)nc(N)c2c(N)n1
    -0.5, 3.5, 5, -3, 7, 0.0, 3.7, 28*, 7
CCOC(=O)Nc1cc(Br)c2c(c1)OCCO2
    -4.0, -1.3, 7, 5, -4, -1.1, 0.1, 1, -1
Brc1ccccc1-c1nnc2sc(Cc3ccccc3)nn12
    -2.0, -1.4, 7, -8, -3, 3.9, 0.0, -2, 5
COc1ccccc1OCCn1c(C)c(C=O)c2ccccc21
    1.9, 0.0, 3, 0, -2, -0.8, -1.3, -1, 4
COc1cc(S(=O)(=O)NCCCN2CCOCC2)ccc1Cl
    -1.9, -3.0, -7, -6, 6, 0.2, 0.3, 1, -7
CN(C)c1ccc(/C=N/NC(=O)CSc2ccccn2)cc1
    -2.1, -3.4, 4, 11, ?, 4.5, -4.0, 1, 60*
Cc1oc(-c2cccc(Cl)c2)nc1CS(=O)(=O)CC(=O)NC1CC1
    -3.6, -1.6, 5, 8, -4, -3.5, 1.2, 3, 3
S=C(NCCc1ccccc1)N1CCN(C2CCCCC2)CC1
    -1.7, -1.3, -4, 5, -1, -0.8, -0.6, 5, -3

# The listing continues.
# Second line of a record – UGM FP inh, FadD28 binding, PrPC surface inh, CCHF vOTU inh, BoNT F protease, Mtb BioA inh, BoNT A protease, FBA Mtb inh, GDH-TPI inh
COc1ccc(CCN=C(N)Nc2nc(C)cc(C)n2)cc1
    2.8, -3.7, -3, -4, -11, -1.0, -0.9, 2, -2
CC(c1nnc(SCC(=O)Nc2sccc2C#N)n1-c1ccc(Cl)cc1)N(C)C (configuration not stated)
    1.6, 0.0, -3, 0, 7, 0.6, 1.8, 0, 21
COc1ccc(C(=S)N2CCN(c3ccccc3Cl)CC2)cc1OC
    1.7, -1.9, -2, -11, -26, 0.5, -5.8, 2, 8
NS(=O)(=O)c1ccc(CCNC(=O)CSc2ccsc2[N+](=O)[O-])cc1
    -0.6, -2.4, -25, 4, -2, 2.6, -0.2, -3, 6
CC1CC(C)CN(C(=O)COC(=O)c2nccnc2N)C1 (configuration not stated)
    2.7, -0.2, -1, -153, -7, 0.0, 1.4, 180*, 1
CCn1cc(C(=O)OCC(=O)Nc2c(C)n(C)n(-c3ccccc3)c2=O)c(=O)c2ccc(C)nc21
    2.8, -3.6, ·, ·, 2, ·, 0.0, 1, 12
O=C(NCCCn1ccnc1)c1cc(C(=O)C2CCCCC2)c[nH]1
    -2.0, -1.1, 3, -17, 4, ·, 0.1, 10, 4
CC(C)(C)NC(=O)CSc1nc2cccnc2n1C1CCCCC1
    0.9, -3.6, 4, 15, ?, 1.4, -2.7, -1, -7
COc1ccc(OCCn2c(C)c(/C=N/n3cnnc3)c3ccccc32)cc1
    -0.4, -0.5, ·, ·, -8, -0.8, -0.8, 4, 12
O=S(=O)(Nc1cccc2c1ccc1cccn12)c1cccs1
    0.2, 2.2, -6, 13, -32, -0.8, 0.5, -1, 6
O=C(CCS(=O)(=O)c1ccc(Br)cc1)Nc1ccc2c(c1)OCO2
    -3.7, 0.7, 2, -11, -6, ·, 0.7, 4, 15
COc1ccc(CCNC(=O)c2cccc3ccccc23)cc1OC
    -2.4, -4.9, 2, 7, -9, -2.2, -0.8, 0, -4
CCCc1ccc(C(O)c2ncc(-c3ccc(C)cc3)[nH]2)cc1 (configuration not stated)
    ·, -2.6, -1, -7, -2, -1.1, -0.1, 2, 11
CCN(CC)C(=O)C1=C(C)N(CCCN2CCCC2=O)C(=O)C(CC(=O)NCc2ccco2)C1 (configuration not stated)
    ·, 0.2, 2, -3, 1, -3.4, -0.2, 4, 9
COc1ccc(Cl)cc1NC(=O)CN(C)C(C)C(=O)NCC1CCCCC1 (configuration not stated)
    0.4, -2.2, 2, 3, 2, 0.4, 0.5, 1, 5

# More structures follow.
# Second line of a record – UGM FP inh, FadD28 binding, PrPC surface inh, CCHF vOTU inh, BoNT F protease, Mtb BioA inh, BoNT A protease, FBA Mtb inh, GDH-TPI inh
CN(CCO)C1=NS(=O)(=O)c2cc([N+](=O)[O-])ccc21
    0.1, 0.3, -47, 5, 0, 0.8, -0.6, 0, -1
Cc1ccc(C(=O)C(OC(=O)CNC(=O)c2ccc(Cl)cc2)c2ccccc2)cc1 (configuration not stated)
    -3.5, -2.6, 0, 3, 5, -0.9, ?, -2, 7
COc1ccc(NC(=O)c2cc3cc(OC)ccc3oc2=O)cc1
    -1.1, -1.5, -2, -3, -5, -1.9, 0.4, 0, 5
Cc1cc(NC(=O)COC(=O)c2ccccc2S(=O)(=O)N(C)c2ccccc2)no1
    0.2, -4.4, 4, -5, 0, ·, -0.3, -3, -1
O=c1cc(-c2ccccc2Cl)oc2cccc(O)c12
    2.7, 0.9, -3, 10, -2, -0.3, -0.2, -2, 2
Cc1sc2ncnc(N3CCN(c4ncccn4)CC3)c2c1C
    2.8, -4.0, 11, 1, 0, 1.4, 0.1, 1, 4
O=C(Nc1ccc2snnc2c1)Nc1cccc2ccccc12
    -0.6, -4.4, 13, 10, 1, -2.0, 0.8, 3, 29
CN(CC(=O)Nc1cccc(F)c1)C(=O)c1cccc(S(=O)(=O)N2CC3(C)CC2CC(C)(C)C3)c1 (configuration not stated)
    1.3, -8.1, 4, 21, 2, -0.8, -4.7, -2, 1
COCc1cc(C)nc(Oc2ccccc2)c1C#N
    2.1, 0.8, -1, 1, -8, ·, -0.7, -2, 11
COc1ccc(-c2cc(CNc3nc(NC(C)C)nc4cc(-c5ccccc5)sc34)on2)cc1
    ·, -6.3, 25*, 11, -9, 0.8, 3.1, 0, 13
COc1ccc(CNC(=O)[C@H](Cc2c[nH]c3ccccc23)NC(C)=O)cc1OC
    2.4, 1.8, -1, -2, -11, ·, -7.2, 0, 4
CN1CCN(c2ccc(CNC(=O)C3Cc4c(-c5ccc(Cl)cc5)ccnc4O3)cc2)CC1 (configuration not stated)
    ·, -2.0, -8, -5, -8, 1.9, -0.3, 3, 8
Cc1c(Cl)c([N+](=O)[O-])nn1CC(=O)NC(C)C1CC2CCC1C2 (configuration not stated)
    -0.3, 1.6, -1, 7, 13, -2.0, 1.1, 2, 15
COCCNC(=O)C(c1ccc(C)cc1)N(Cc1ccco1)C(=O)CCC(=O)Nc1ccccn1 (configuration not stated)
    2.3, -2.1, -5, 16, -11, -0.3, -2.1, -4, -8
COc1ccc(Cl)cc1S(=O)(=O)N1CCN(C)CC1
    -2.1, -4.6, 5, 0, -4, -2.7, -0.4, -1, -6

# Next part.
# Second line of a record – UGM FP inh, FadD28 binding, PrPC surface inh, CCHF vOTU inh, BoNT F protease, Mtb BioA inh, BoNT A protease, FBA Mtb inh, GDH-TPI inh
CSc1nnc(C)c(=O)n1COC(=O)COc1ccc(Cl)cc1
    -0.7, -5.1, -5, 7, -6, ·, 0.0, 0, -3
Cc1ccc(N(CC(=O)Nc2cc(Cl)ccc2Oc2ccccc2)S(C)(=O)=O)c(C)c1
    -1.8, -4.4, 3, 9, 0, -1.7, 0.3, -8, 9
Cc1cc(C)cc(NC(=O)C(=O)NCC2CCCN2S(=O)(=O)c2cccs2)c1 (configuration not stated)
    -0.8, 1.3, 7, -3, -56, -0.1, ?, 4, 2
COC(=O)CC1=C(C(=O)OC)C(c2cccs2)C(C#N)=C(N)O1 (configuration not stated)
    -2.2, -1.2, 4, -5, 1, 4.0, 0.3, 0, 17
CC1CCN(S(=O)(=O)c2ccc3[nH]c(=O)cc(C(=O)O)c3c2)CC1
    0.3, -3.8, 0, -7, 13, 1.0, ?, 4, 8
NC(=Nc1nc(-c2ccccn2)cc2ccccc12)c1ccccn1
    ·, -2.4, 14, 2, -2, ·, 0.4, -2, -2
Cc1ccc2nc(SCC(=O)N3c4ccccc4CC3C)c(C)cc2c1 (configuration not stated)
    1.1, -3.4, -2, 4, -5, -2.6, 1.3, 0, 4
CCOc1ccc([N+](=O)[O-])cc1CNCCc1ccccc1
    2.9, -3.6, -3, -6, -12, -0.9, -1.2, -3, 3
CC(=O)Nc1cnn(Cc2ccc(Br)cc2)c1
    -4.1, -2.4, 2, 4, -3, ·, -2.9, 1, 6
COc1ccccc1NC(=O)C(C)Nc1ccc(C)c(Cl)c1 (configuration not stated)
    1.6, -1.8, 4, 1, 2, ·, 0.2, 1, 0
Cc1ccc(S(=O)(=O)CCC(=O)OC(C)C(=O)c2c(C)[nH]c3ccccc23)cc1 (configuration not stated)
    1.0, 0.6, -4, -21, 4, ·, -0.4, 1, 3
COC(=O)c1c(-c2ccc(SC)cc2)sc2ccc(OC)cc12
    -0.5, 1.9, -12, -11, -2, 0.9, 0.1, 6, -3
O=C(Nc1nccs1)c1ccc2nccnc2c1
    3.1, -1.4, -45, 9, -10, 0.6, -0.9, -3, 13
O=C(Nc1nnc(Cc2ccc(Cl)cc2)s1)c1cccnc1
    1.5, -0.4, 2, 4, 4, ·, -0.3, 2, 4
O=c1cc(-c2ccccc2)c2c([nH]1)CCCC2
    ·, -2.4, -1, -6, 7, -1.7, 5.4, 6, 1
Cc1cccc(N2CC(C(=O)Nc3ccc(S(=O)(=O)N4CCCCC4)cc3)CC2=O)c1C (configuration not stated)
    -1.6, 1.3, -4, 4, 2, -0.4, -0.7, -1, 0
CCCN(CC(=O)Nc1ccccc1C)C(=O)Cc1c[nH]c2ccccc12
    ·, -1.2, -1, -6, 6, -1.1, 2.0, 5, -6
O=C(c1ccco1)N1CCN(Cc2ccc(F)cc2)CC1
    -1.1, -2.2, 0, -4, 7, 7.7, -4.1, 1, 1

# Arranged by length of the SMILES (low to high): three of the compounds above.
# Second line of a record – UGM FP inh, FadD28 binding, PrPC surface inh, CCHF vOTU inh, BoNT F protease, Mtb BioA inh, BoNT A protease, FBA Mtb inh, GDH-TPI inh
COC(=O)c1c(-c2ccc(SC)cc2)sc2ccc(OC)cc12
    -0.5, 1.9, -12, -11, -2, 0.9, 0.1, 6, -3
Cc1cc(C)cc(NC(=O)C(=O)NCC2CCCN2S(=O)(=O)c2cccs2)c1 (configuration not stated)
    -0.8, 1.3, 7, -3, -56, -0.1, ?, 4, 2
Cc1ccc(S(=O)(=O)CCC(=O)OC(C)C(=O)c2c(C)[nH]c3ccccc23)cc1 (configuration not stated)
    1.0, 0.6, -4, -21, 4, ·, -0.4, 1, 3

# Exported as tab-separated lines: part of the list above.
molecule	UGM FP inh	FadD28 binding	PrPC surface inh	CCHF vOTU inh	BoNT F protease	Mtb BioA inh	BoNT A protease	FBA Mtb inh	GDH-TPI inh
CCOC(=O)Nc1cc(Br)c2c(c1)OCCO2	-4.0	-1.3	7	5	-4	-1.1	0.1	1	-1
CC(=O)Nc1ccc(S(=O)(=O)Nc2nccc(/C=C/c3ccc(Cl)cc3)n2)cc1	0.4	-1.5	-2	4	-11	·	-1.9	2	16
COc1ccc(-c2cc(CNc3nc(NC(C)C)nc4cc(-c5ccccc5)sc34)on2)cc1	·	-6.3	25*	11	-9	0.8	3.1	0	13
CCOc1cc2c(C#N)c(N3CCCCC3)nc(N)c2c(N)n1	-0.5	3.5	5	-3	7	0.0	3.7	28*	7
O=C(Nc1nnc(Cc2ccc(Cl)cc2)s1)c1cccnc1	1.5	-0.4	2	4	4	·	-0.3	2	4

# High-throughput results deposited in PubChem BioAssay by several laboratories.
